IDH1 mut inh – IDH1 R132H (human) inhibition | O75874 | IDH1 R132H reductase, diaphorase/resazurin fluorescence, 60 min | inhibition, % at 10 µM | actives 0.18% (n = 70,000) | AID 624101; in the data active means inhibition above about 34%;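 further: 0% = DMSO and 100% = no enzyme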
PRC2 inh – inhibitors of human EZH2/PRC2 methyltransferase; actives 0.35% (n = 57,000); Q15910; inhibition, % at 12.5 µM; PRC2 H3K27 methylation, DELFIA TRF, 1 h;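 active means mean inhibition of replicates at least 50% and every single replicate also reaching 50%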;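 further: dimethyl H3K27 on biotinylated H3 21-44 peptide detected by antibody; plate controls were median neutral control wells for no effect and median positive control wells for full effect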
Target sequence (Q15910 whole entry, looked up): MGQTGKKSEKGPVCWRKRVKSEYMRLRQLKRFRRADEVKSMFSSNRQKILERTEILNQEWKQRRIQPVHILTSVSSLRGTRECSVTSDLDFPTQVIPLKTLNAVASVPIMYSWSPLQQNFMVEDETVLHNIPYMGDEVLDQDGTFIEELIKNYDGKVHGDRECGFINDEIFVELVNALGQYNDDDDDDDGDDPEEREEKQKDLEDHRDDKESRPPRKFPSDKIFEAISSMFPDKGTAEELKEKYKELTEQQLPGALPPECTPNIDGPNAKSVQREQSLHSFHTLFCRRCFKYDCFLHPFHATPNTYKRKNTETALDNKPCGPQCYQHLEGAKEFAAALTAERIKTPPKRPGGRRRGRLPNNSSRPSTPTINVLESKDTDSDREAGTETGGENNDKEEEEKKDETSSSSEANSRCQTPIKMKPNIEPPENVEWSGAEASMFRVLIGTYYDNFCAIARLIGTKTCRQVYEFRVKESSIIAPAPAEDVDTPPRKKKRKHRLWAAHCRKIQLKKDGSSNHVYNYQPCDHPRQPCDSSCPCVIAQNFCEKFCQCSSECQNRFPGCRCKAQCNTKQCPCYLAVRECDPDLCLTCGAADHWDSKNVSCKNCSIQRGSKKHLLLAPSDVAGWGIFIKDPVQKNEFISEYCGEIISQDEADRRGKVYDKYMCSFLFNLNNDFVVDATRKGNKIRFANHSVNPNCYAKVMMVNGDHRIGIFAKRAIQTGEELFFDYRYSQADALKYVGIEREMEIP
Numbers without * were called inactive; . = not tested or not shown; & = joins results of further samples.

Fields: IDH1 mut inh | PRC2 inh
Cc1ccc(S(=O)(=O)N(C)C[C@@H]2Oc3ncc(Br)cc3C(=O)N([C@@H](C)CO)C[C@@H]2C)cc1
  -4.7 | 9
CC(C)CC#Cc1cnc2c(c1)C(=O)N([C@H](C)CO)C[C@@H](C)[C@H](CN(C)CC1CCOCC1)O2
  0.1 | -4
C[C@H]1CN([C@@H](C)CO)C(=O)c2cc(NC(=O)CCCN(C)C)ccc2O[C@@H]1CN(C)Cc1ccc(Cl)c(Cl)c1
  0.2 | 2
C[C@@H]1CN([C@@H](C)CO)S(=O)(=O)c2ccc(-c3cccc(C(=O)N(C)C)c3)cc2O[C@@H]1CN(C)C(=O)Cc1ccccn1
  2.3 | -2
O=C(C[C@H]1C[C@@H]2c3cc(NC(=O)Nc4ccccc4F)ccc3O[C@@H]2[C@@H](CO)O1)NCc1ccncc1
  2.0 | 1
COc1ccc(S(=O)(=O)N(C)C[C@@H]2Oc3ccc(NC(=O)CCC(F)(F)F)cc3C(=O)N([C@H](C)CO)C[C@@H]2C)cc1
  2.2 | .
C[C@@H]1CN([C@H](C)CO)C(=O)c2cccc(NS(C)(=O)=O)c2O[C@H]1CN(C)CC1CC1
  0.2 | -3
CC(C)NC(=O)N(C)C[C@H]1Oc2c(NC(=O)CCCCCC(=O)Nc3ccccc3N)cccc2C(=O)N([C@@H](C)CO)C[C@@H]1C
  -0.3 | -8
C[C@@H]1CN([C@H](C)CO)S(=O)(=O)c2ccc(C3=CCCCC3)cc2O[C@@H]1CN(C)C(=O)CC1CC1
  -1.4 | -2
C[C@H](CO)N1C[C@H](C)[C@@H](CN(C)C(=O)Cc2ccccc2)OCCCC[C@H](C)Oc2ccc(N(C)C)cc2C1=O
  -2.2 | -1
COc1ccc(S(=O)(=O)N(C)C[C@@H]2Oc3ccc(NC(=O)C4CC4)cc3CC(=O)N([C@@H](C)CO)C[C@@H]2C)cc1
  0.0 | .
C[C@H]1CN([C@@H](C)CO)S(=O)(=O)c2ccc(-c3ccc(C(=O)N(C)C)cc3)cc2O[C@@H]1CN(C)C
  -3.5 | -5
Cc1ccc(S(=O)(=O)N(C)C[C@H]2OCc3cnnn3CCCC(=O)N([C@@H](C)CO)C[C@H]2C)cc1
  . | 5
C[C@@H]1CN([C@@H](C)CO)C(=O)Cc2cc(NC(=O)Cn3cnnn3)ccc2O[C@@H]1CN(C)CC1CCCCC1
  1.7 | 5
O=C(COc1ccc(Cl)cc1)Nc1ccc(O)c(-c2nc3ccccc3o2)c1
  0.0 | 8
C[C@@H]1CCCCO[C@H](CN(C)C(=O)NC2CCCCC2)[C@H](C)CN([C@H](C)CO)C(=O)c2cc(NS(C)(=O)=O)ccc2O1
  0.4 | .
C[C@H]1CN([C@@H](C)CO)C(=O)c2cccc(NS(=O)(=O)c3ccccc3)c2O[C@@H]1CN(C)C(=O)Nc1ccc(C(F)(F)F)cc1
  0.3 | .
C/C=C/c1cnc2c(c1)C(=O)N([C@H](C)CO)C[C@@H](C)[C@@H](CN(C)Cc1cccc(C(=O)O)c1)O2
  -0.7 | -18
Cc1noc(C)c1NC(=O)N[C@H]1CC[C@H](CC(=O)NCCCN(C)C)O[C@@H]1CO
  0.3 | 0
O=C(C[C@@H]1CC[C@H](NC(=O)Nc2ccccc2F)[C@@H](CO)O1)NCc1ccccc1
  2.0 | 5

Continuation:
Fields: IDH1 mut inh | PRC2 inh
C[C@H](CO)N1C[C@H](C)[C@H](CN(C)S(=O)(=O)c2cccs2)Oc2ccc(NC(=O)NC3CCCCC3)cc2CC1=O
  0.2 | .
CC1=CCC(C(=O)O)C(C(=O)Nc2ccccc2NC(=O)c2ccc(C(F)(F)F)cc2)C1 (stereo not given)
  -0.1 | 5
CCCN(C)C[C@H]1OCCCC[C@H](C)Oc2ccc(NC(=O)Nc3ccc(F)cc3)cc2C(=O)N([C@@H](C)CO)C[C@H]1C
  -3.7 | -10
C[C@@H]1CN([C@H](C)CO)C(=O)c2cc(NC(=O)NC3CCCCC3)ccc2O[C@@H](C)CCCCO[C@@H]1CN(C)Cc1ccncc1
  . | -5
CCc1ccc(OCC(=O)Nc2sc3c(c2C(=O)OC)CCC3)c(Br)c1
  -0.2 | 0
COc1cc2oc(-c3ccccc3)cc(=O)c2c(O)c1OC
  -1.9 | .
O=C(NCc1ccco1)c1cnn2c(C(F)F)cc(C3CC3)nc12
  -0.1 | 5
Cn1nc(-c2ccc(NCCN3CCOCC3)c([N+](=O)[O-])c2)c2ccccc2c1=O
  0.0 | -8
CCCNC(=O)N1C[C@@H](C)[C@@H](OC)CN(C)C(=O)c2cc(NC(=O)CCC)ccc2OC[C@@H]1C
  0.5 | 5
COc1ccc(-c2cn(CC[C@H]3CC[C@H](NC(=O)CCN4CCCCC4)[C@@H](CO)O3)nn2)cc1
  -0.4 | -7
COc1ccc(NC(=O)Nc2cccc3c2O[C@H](CN(C)C(=O)NC2CCCCC2)[C@@H](C)CN([C@H](C)CO)C3=O)cc1
  . | 2
COc1ccc(OC)c(S(=O)(=O)N2CCC(C(=O)Nc3ccccc3F)CC2)c1
  0.0 | -4
O=C(COc1ccc(Br)cc1)Nc1cccc(-c2nc3ncccc3o2)c1
  -0.6 | 9
CCOC(=O)NC(=O)CSc1nnc(C)s1
  0.7 | -4
COc1ccc(S(=O)(=O)NCC(=O)Nc2cccc(C)c2C)cc1OC
  -0.1 | -15
CC1CC(=O)[C@]2(C)CC[C@]3(C)C(C(=O)C(O)C4[C@@]5(C)CC[C@H](O)C(C)(C(=O)O)C5CC[C@]43C)C2C1C (stereo not given in full)
  0.5 | 70*
C[C@H]1CCCCO[C@H](CN(C)C(=O)Nc2ccc3c(c2)OCO3)[C@@H](C)CN([C@@H](C)CO)C(=O)c2cc(N(C)C)ccc2O1
  . | -6
CCCC#Cc1ccc2c(c1)O[C@@H](CN(C)C(=O)NCCC)[C@H](C)CN([C@@H](C)CO)S2(=O)=O
  15 | -3
COc1ccc(S(=O)(=O)Nc2ccc3c(c2)C(=O)N([C@@H](C)CO)C[C@@H](C)[C@H](CN(C)C(=O)Nc2cccc4ccccc24)O3)cc1
  -1.1 | .
CCC(=O)N1C[C@H](C)[C@@H](OC)CN(C)C(=O)c2cc(NC(=O)c3ccc(F)cc3)ccc2OC[C@H]1C
  -0.1 | 17

Looked up above.
C[C@H]1CCCCO[C@H](CN(C)C(=O)Nc2ccc3c(c2)OCO3)[C@@H](C)CN([C@@H](C)CO)C(=O)c2cc(N(C)C)ccc2O1 | PRC2 inh: -6
O=C(COc1ccc(Br)cc1)Nc1cccc(-c2nc3ncccc3o2)c1 | IDH1 mut inh: -0.6

Remaining list, next part.
Fields: IDH1 mut inh | PRC2 inh
O=C(/C=C/c1ccc(OCc2ccc(Cl)cc2)cc1)NO
  . | -19
O=[N+]([O-])c1cccc(NC(=S)NCc2cn(-c3ccccc3)nc2-c2ccccc2)c1
  0.1 | 18
Nc1nonc1C(=O)NCCNCc1ccc(F)cc1
  0.3 | -5
CCCNC(=O)C[C@H]1C[C@H]2c3cc(NC(=O)Nc4ccc(OC)cc4)ccc3O[C@H]2[C@@H](CO)O1
  1.5 | 6
O=C(C[C@H]1C[C@@H]2c3cc(NC(=O)c4ccc5c(c4)OCO5)ccc3O[C@@H]2[C@@H](CO)O1)NCc1ccc(Cl)cc1
  -0.4 | -8
COc1cc(S(=O)(=O)NCCN2CCOCC2)ccc1Br
  0.0 | 8
C[C@@H]1CCCCO[C@H](CN(C)CC2CC2)[C@@H](C)CN([C@H](C)CO)C(=O)c2cc(NC(=O)Nc3cccc4ccccc34)ccc2O1
  -3.3 | .
CCC(=O)Nc1ccc2c(c1)OC[C@H](C)N(C(C)=O)C[C@@H](C)[C@@H](OC)CN(C)C2=O
  0.0 | -1
Cc1ccc(S(=O)(=O)CCN2CCC(C(F)(F)F)CC2)cc1
  -0.4 | 4
COc1ccc(NC(=O)Nc2ccc3c(c2)[C@H]2C[C@H](CC(=O)NCC4CC4)O[C@@H](CO)[C@H]2O3)cc1
  -0.3 | 8
COC(=O)COc1cccc(NC(=O)c2ccccc2F)c1
  -0.1 | 8
C[C@@H]1CN([C@@H](C)CO)C(=O)CCCn2cc(nn2)CO[C@@H]1CN(C)S(=O)(=O)c1cccs1
  -0.1 | .
Cc1ccc(-c2nnc3c4ccccc4c(C)nn23)cc1S(=O)(=O)NC(C)c1ccccc1 (stereo not given)
  0.2 | 1
COc1ccc(COC[C@@]23Oc4ccccc4[C@@H](NC(=S)N2C)[C@H]3CO[Si](C)(C)C(C)(C)C)cc1
  . | 11
Cc1ccc(N(CC(=O)N2CCCCCC2)S(=O)(=O)c2c(C)noc2C)cc1
  -0.1 | -8
C[C@@H]1CN([C@H](C)CO)S(=O)(=O)c2ccc(C#CC3CCCC3)cc2O[C@H]1CN(C)C(=O)Cc1ccccc1
  -4.9 | 28&16
COc1ccc(NC(=O)N(C)C[C@@H]2OCCCC[C@@H](C)Oc3ccc(NC(=O)Nc4cccc5ccccc45)cc3C(=O)N([C@@H](C)CO)C[C@@H]2C)cc1
  -4.1 | .
C[C@@H]1CN([C@H](C)CO)C(=O)c2cc(NC(=O)CCN3CCOCC3)ccc2O[C@H]1CN(C)C(=O)Nc1ccccc1
  2.2 | .
O=C(C[C@H]1C=C[C@H](NC(=O)C2CC2)[C@@H](CO)O1)NC1CCC1
  -0.2 | -20
Cc1cc(Cl)c(S(=O)(=O)N2CCN(c3ccccn3)CC2)cc1OCC(N)=O
  0.0 | 3

At a glance, six of the compounds above.
Fields: IDH1 mut inh | PRC2 inh
Cc1ccc(S(=O)(=O)N(C)C[C@@H]2Oc3ncc(Br)cc3C(=O)N([C@@H](C)CO)C[C@@H]2C)cc1
  -4.7 | 9
CC(C)CC#Cc1cnc2c(c1)C(=O)N([C@H](C)CO)C[C@@H](C)[C@H](CN(C)CC1CCOCC1)O2
  0.1 | -4
C[C@H]1CN([C@@H](C)CO)C(=O)c2cc(NC(=O)CCCN(C)C)ccc2O[C@@H]1CN(C)Cc1ccc(Cl)c(Cl)c1
  0.2 | 2
C[C@@H]1CN([C@@H](C)CO)S(=O)(=O)c2ccc(-c3cccc(C(=O)N(C)C)c3)cc2O[C@@H]1CN(C)C(=O)Cc1ccccn1
  2.3 | -2
O=C(C[C@H]1C[C@@H]2c3cc(NC(=O)Nc4ccccc4F)ccc3O[C@@H]2[C@@H](CO)O1)NCc1ccncc1
  2.0 | 1
COc1ccc(S(=O)(=O)N(C)C[C@@H]2Oc3ccc(NC(=O)CCC(F)(F)F)cc3C(=O)N([C@H](C)CO)C[C@@H]2C)cc1
  2.2 | .

Additional results.
Fields: IDH1 mut inh | PRC2 inh
CC(C)NC(=O)N(C)C[C@H]1Oc2cc(C#CC3CC3)ccc2S(=O)(=O)N([C@@H](C)CO)C[C@@H]1C
  2.9 | -13
COc1ccc(C#Cc2ccc3c(c2)O[C@@H](CN(C)C(=O)CN2CCOCC2)[C@H](C)CN([C@H](C)CO)S3(=O)=O)cc1
  -0.5 | -27
C[C@@H]1CN([C@H](C)CO)C(=O)c2cc(/C=C/c3ccccc3)cnc2O[C@H]1CN(C)C(=O)c1ccc2c(c1)OCO2
  0.0 | -12
C[C@@H]1CN([C@H](C)CO)C(=O)c2cc(C3=CCCCC3)cnc2O[C@@H]1CN(C)Cc1cccc(F)c1
  0.9 | 5
NC(=O)[C@@H]1[C@H]2C(=O)O[C@H](c3ccccc3)[C@H](c3ccccc3)N2[C@H](c2ccccc2OCCO)[C@@]12C(=O)Nc1ccc(C#CC3=CCCCC3)cc12
  . | -58
COc1ccccc1CN1C(=O)c2ccccc2[C@@]2(Cc3ccccc3N(CCCN(C)C)C2=O)[C@@H]1c1ccc(CO)cc1
  . | -5
COc1ccc([N+](=O)[O-])cc1NC(=O)COc1ccc(C(C)(C)C)cc1Br
  0.3 | -18
C[C@H](CO)N1C[C@H](C)[C@H](CN(C)C(=O)NC2CCCCC2)OCCCC[C@H](C)Oc2ccc(NC(=O)Cc3ccccc3)cc2C1=O
  -2.1 | .
C[C@@H]1CN([C@@H](C)CO)C(=O)c2cc(C#CC3CC3)cnc2O[C@@H]1CN(C)Cc1ccccc1C(=O)O
  2.3 | -12
C[C@H]1CN([C@@H](C)CO)C(=O)c2ccccc2-c2ccccc2CO[C@H]1CN(C)S(=O)(=O)c1cccs1
  . | 2
Cc1ccc(-c2cnc3c(c2)C(=O)N([C@H](C)CO)C[C@H](C)[C@H](CN(C)CC2CCCC2)O3)cc1
  0.5 | -1
C[C@@H]1CN([C@H](C)CO)C(=O)c2cccc(NC(=O)c3ccc(-c4nccs4)cc3)c2O[C@@H]1CN(C)C(=O)Nc1cccc2ccccc12
  -13 | .
CO[C@@H]1CN(C)C(=O)c2ccc(NC(=O)c3ccc(F)cc3)cc2OC[C@H](C)N(C(=O)c2ccc(F)cc2)C[C@H]1C
  -0.6 | -2
CS(=O)(=O)N(CC(=O)Nc1cc(C(F)(F)F)ccc1Cl)c1ccccc1
  -0.3 | -1
C[C@@H]1CN([C@H](C)CO)C(=O)c2cc(NC(=O)c3ccncc3)ccc2O[C@@H]1CN(C)S(=O)(=O)c1cccs1
  5.4 | .
C[C@H]1CN([C@@H](C)CO)C(=O)CCCn2nncc2CO[C@H]1CN(C)Cc1ccc(Oc2ccccc2)cc1
  1.0 | -5
Cc1cc(C(=O)Nc2ccccc2C(=O)O)ccc1NC(=O)COc1cccc(C)c1C
  2.1 | 5
CO[C@@H]1CN(C)C(=O)c2cc(NS(=O)(=O)c3ccc(C)cc3)ccc2OC[C@@H](C)N(Cc2nccs2)C[C@H]1C
  -0.7 | 8
CCC(=O)Nc1ccc2c(c1)C(=O)N(C)C[C@@H](OC)[C@H](C)CN(C(=O)Cc1ccccn1)[C@@H](C)CO2
  -0.1 | 11
C[C@H](CO)N1C[C@H](C)[C@@H](CN(C)Cc2cccc(C(=O)O)c2)Oc2ncc(C#C[C@@H](C)O)cc2C1=O
  . | -7
C/C=C/c1cnc2c(c1)C(=O)N([C@@H](C)CO)C[C@@H](C)[C@H](CN(C)C(=O)Nc1ccc(C(F)(F)F)cc1)O2
  -0.2 | .
C[C@@H]1CN([C@H](C)CO)C(=O)c2cc(NC(=O)c3ccncc3)ccc2O[C@H]1CN(C)C
  2.2 | 3
CC(=O)N(C)C[C@H]1Oc2cc(C#CCC(C)C)ccc2S(=O)(=O)N([C@@H](C)CO)C[C@@H]1C
  -0.2 | -10

An excerpt, so the mix of outcomes need not match the whole.
